# Texas Red fluor = compounds fluorescent in Texas Red spectral region; Compound fluorescence, Texas Red channel, 547/618 nm; active compounds read high; max dye-equivalent concentration, M; 0.06% of 59,000 active; AID 587; in the data active = max dye-equivalent concentration above about 10 nM; inconclusive = between about 1.1 nM and that limit
#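 Fluorescence at ex 547/em 618 nm, normalized against an on-plate Texas Red standard series to give dye-equivalent concentration per compound concentration. Buffer 100 mM Tris, pH 8.0; 15 min RT incubation before CCD imaging.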
# ERK AVP block = inhibitors of vasopressin-stimulated ERK signaling pathway; HEK293-V1b, vasopressin-stimulated pERK AlphaScreen; Potency, µM (titrated, usually from 57.5 µM), inactives show at the highest dose activity, negative = inhibition, actives largely listed as inhibitors; 0.99% of 72,000 active; also: potency is read from the fitted curve at half-maximal effect; % is scaled to controls: 0 for no effect and ±100 for the full control effect; nearly all actives have a fitted effect of over 55% in size
#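 Phosphorylated ERK1/2 detected via AlphaScreen bead proximity in lysates of V1b-expressing HEK293 cells given 25 nM vasopressin for 5 min after 30 min compound exposure (37 °C). AC50 from Hill equation; basal DMSO 0%, vasopressin 100%.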
# CRE Fsk mod = modulators of forskolin-stimulated CRE signaling in CHO cells. Potency, µM (highest dose often 38.2 µM), without a hit: at the top dose activity change, negative = inhibition, most hits filed as activators. CHO CRE-bla reporter (cAMP response element driving beta-lactamase), forskolin EC10, beta-lactamase ratio. 2.5% of 71,000 active; active = well fitted activation curve with a large enough effect in the signal ratio, with a control signal flat, not every such curve was filed as active; inconclusive = small, poorly fitted or top-dose-only effect, or effect the other way, or a change in a side signal; the % refers to the signal ratio; also: potency is read from the fitted curve at half-maximal effect; % of control where 0% means no effect
#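 The 460nm/530nm emission ratio after CCF4 loading defined %Activity, from which AC50 values were obtained. CRE-bla CHO cells received compound dilution series together with an EC10 level of NKH 477 for 3 hours at 37 degrees Celsius.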
# Hsp90 Hop PPI = changes Hsp90-Hop TPR2A binding signal, up or down; AlphaScreen TPR2A-His6 binding biotin-Hsp90 C-terminal peptide; Potency, µM (top dose mostly 57 µM), inactives show top-dose activity change, negative = inhibition; 0.44% of 71,000 active; active = well fitted curve in either direction with a large enough effect; inconclusive = small, poorly fitted or top-dose-only effect, or another doubt; also: potency is read from the fitted curve at half-maximal effect; % is scaled to controls: 0 for no effect and ±100 for the full control effect; many of its hits are not listed in these tables
# 15-hLO inh = blocks human 15-lipoxygenase activity; P16050; purified 15hLO-1, xylenol orange hydroperoxide absorbance; Potency, µM (doses to about 57.1 µM), for inactives: at the highest dose activity change, negative = inhibition, hits mostly inhibitors; 1.4% of 74,000 active; also: potency is read from the fitted curve at half-maximal effect; % is scaled to controls: 0 for no effect and ±100 for the full control effect; nearly all actives have a fitted effect of over 55% in size
# Target sequence (P16050 whole entry, looked up): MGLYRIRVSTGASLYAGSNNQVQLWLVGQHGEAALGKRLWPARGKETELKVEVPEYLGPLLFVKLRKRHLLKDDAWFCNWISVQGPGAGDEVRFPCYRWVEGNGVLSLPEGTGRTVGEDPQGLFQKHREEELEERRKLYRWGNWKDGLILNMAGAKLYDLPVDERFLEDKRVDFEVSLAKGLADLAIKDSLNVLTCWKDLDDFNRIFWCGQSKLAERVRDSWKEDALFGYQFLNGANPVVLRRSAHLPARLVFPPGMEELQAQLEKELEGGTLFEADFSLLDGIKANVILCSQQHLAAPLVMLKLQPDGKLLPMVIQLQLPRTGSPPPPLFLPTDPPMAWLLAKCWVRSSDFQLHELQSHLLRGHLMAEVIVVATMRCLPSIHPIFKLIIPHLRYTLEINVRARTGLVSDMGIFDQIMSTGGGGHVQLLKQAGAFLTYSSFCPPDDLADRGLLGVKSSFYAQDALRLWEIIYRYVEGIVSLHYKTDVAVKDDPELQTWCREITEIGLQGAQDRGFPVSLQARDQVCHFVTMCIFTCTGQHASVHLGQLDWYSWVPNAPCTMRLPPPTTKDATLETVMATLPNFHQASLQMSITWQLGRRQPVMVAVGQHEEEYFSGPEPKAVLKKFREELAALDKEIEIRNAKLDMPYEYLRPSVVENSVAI
#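 Compounds were preincubated 15 min at room temperature with 40 nM purified human enzyme (25 mM Hepes pH 7.5, 0.01% Triton X-100); 50 uM arachidonic acid reacted 6 min. Fe-xylenol orange detection, 30 min, absorbance ratio 573/405 nm.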
# Tau fil binding = tau filament binding. 2% of 71,000 active. AID 596. recombinant tau filaments, thioflavin S fluorescence, 15 h; filaments grown with octadecylsulfate alongside compound. Potency, µM (titrated, usually from 57.1 µM), inactives show at the top dose activity change, negative = inhibition. P10636;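 also: potency is read from the fitted curve at half-maximal effect; % is scaled to controls: 0 for no effect and ±100 for the full control effect; actives lower thioflavin S fluorescence by blocking filaments or displacing dye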
#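 ThS-based fibril read: tau 1 uM final, inducer ODS 30 uM final, 37 C for 15 h, ex 450/em 510 nm.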
# Rhodamine fluor = compound autofluorescence in rhodamine spectral region; Rhodamine-region fluorescence, 547/598 nm, Tris buffer; active compounds read high; max dye-equivalent concentration, M; 0.05% of 59,000 active; AID 594; in the data active = max dye-equivalent concentration above about 11 nM; inconclusive = between about 1.1 nM and that limit
#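 A six-point rhodamine series on each plate calibrates the signal. Compounds sit in 100 mM Tris (pH 8.0) for 15 min at ambient temperature before imaging through 547 nm/598 nm filters.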
# Pol III holo inh = blocks replication by bacterial DNA polymerase III holoenzyme. reconstituted DNA polymerase III holoenzyme replication, biochemical. Potency, µM (titrated, usually from 57.1 µM), inactives show at the highest dose activity change, negative = inhibition. 0.25% of 71,000 active; also: potency is read from the fitted curve at half-maximal effect; % is scaled to controls: 0 for no effect and ±100 for the full control effect
#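 Reconstituted *E. coli* holoenzyme (0.35 nM Pol III, 1 nM beta, 154 nM SSB, 2 nM primase) was preincubated with compound for 15 min at RT. Synthesis on 1.4 nM ssM13Gori ran 35 min, then was stopped with PicoGreen/EDTA and read as dsDNA fluorescence.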
# HADH2 inh = inhibitors of human HADH2 dehydrogenase; AID 886; Potency, µM (titrated, usually from 57.1 µM), for the others: at the highest dose activity change, negative = inhibition, most hits filed as inhibitors; recombinant HADH2, NADH fluorescence, beta-hydroxybutyryl-CoA; 3.4% of 73,000 active; Q99714; also: potency is read from the fitted curve at half-maximal effect; % is scaled to controls: 0 for no effect and ±100 for the full control effect; nearly all actives have a fitted effect of over 60% in size; many of its hits are not listed in these tables
# Target sequence (Q99714 whole entry, looked up, one chain of several): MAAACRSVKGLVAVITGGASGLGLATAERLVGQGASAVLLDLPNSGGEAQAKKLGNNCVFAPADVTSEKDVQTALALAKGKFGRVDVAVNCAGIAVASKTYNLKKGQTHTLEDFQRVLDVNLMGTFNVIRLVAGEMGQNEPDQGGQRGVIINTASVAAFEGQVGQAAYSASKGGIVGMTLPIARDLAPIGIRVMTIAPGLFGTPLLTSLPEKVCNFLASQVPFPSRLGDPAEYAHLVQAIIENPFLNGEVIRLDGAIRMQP
#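 Activity measured as NADH fluorescence gain (360/450 nm), taken as the change between first and last reads of a 4-min kinetic run. Conditions: pH 9.0 Tris buffer, 20 nM E. coli-expressed His-tagged enzyme, 1 mM NAD+, 90 uM beta-hydroxybutyryl-CoA; 15-min compound preincubation.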
# Luciferase inh = inhibitors of firefly luciferase | P08659 | purified firefly luciferase, luminescence, 8 min | Potency, µM (titrated, usually from 57.1 µM), inactives show at the top dose activity change, negative = inhibition, hits mostly inhibitors | 2.2% of 72,000 active; also: potency is read from the fitted curve at half-maximal effect; % is scaled to controls: 0 for no effect and ±100 for the full control effect; nearly all actives have a fitted effect of over 40% in size
#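 Inhibition of light generation by firefly luciferase from ATP and luciferin was profiled with concentration-response curves per sample, ATP held at 10 uM within the enzyme's linear range. Plates were read by luminescence after an 8-minute ambient incubation.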
# HBB splice mod = modulators of hemoglobin beta chain splicing; HBB splicing reporter cell assay, activation; EGFP reporter with mutant IVS2-654 intron; response scale: normalised to 500 nM splice-correcting PNA; Potency, µM (highest dose often 46.1 µM), for the others: at the highest dose activation, most hits filed as activators; 0.06% of 65,000 active; also: potency is read from the fitted curve at half-maximal effect; 0% is about no effect
#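 HeLa cells stably expressing EGFP interrupted by mutant beta-globin intron 2 (IVS2-654), 500/well in 2% FCS. Treated with compound for 2 days at 37C. Splicing correction scored as total well GFP intensity (488 nm excitation, 500-520 nm emission); 500 nM antisense PNA served as control.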
# An asterisk follows results filed as active; i = inactive; ? = inconclusive; nt = no result given; [ ] = remark or other dose. Unless noted, calls follow the shape of the dose curve; as a rule, active = well fitted curve in the direction sought with a large enough effect; inconclusive = small, poorly fitted or top-dose-only effect, or another doubt; inactive = no such curve, though single readings can be large; an effect the other way counts as inactive or inconclusive. Not all compounds are listed (hit frequency here may not be typical).
SMILES,Texas Red fluor,ERK AVP block,CRE Fsk mod,Hsp90 Hop PPI,15-hLO inh,Tau fil binding,Rhodamine fluor,Pol III holo inh,HADH2 inh,Luciferase inh,HBB splice mod
C=CCNC(=O)CNS(=O)(=O)c1ccc(F)cc1,i,-18%,-1%,0%,3%,1%,i,-1%,?,1%,0.4%
O=C(O)CSc1ccccc1C(=O)O,i,10%[11.5 µM],2%[7.6 µM],4%[11 µM],12%[11.4 µM],11%[11.4 µM],i,-4%[11.4 µM],0%[11.4 µM],2%[11.4 µM],5.5%[9.22 µM]
FC(F)(F)c1cc(CO[C@H]2CCCN[C@H]2c2ccccc2)cc(C(F)(F)F)c1,nt,-20%,?,-8%,-5%[25.6 µM],?,nt,-13%,5%,-2%,nt
COc1ncc2nc(C)c(=O)n(Cc3cccs3)c2n1,i,-20%,13µM*,-3%,3%,-2%,i,-8%,5%,1%[11.4 µM],0.6%
Cc1cccc(Br)c1,nt,?,-6%,-4%,1%,0%,nt,4%,2%,nt,1.7%
COc1ccc(N(C(=O)Cn2nnc3ccccc32)C(C(=O)NCc2ccco2)c2ccc(C)o2)cc1 (stereo not given),?,-21%,-22%,-14%,-9%,1%,i,-2%,2%,3%,nt
Cn1c(C(=O)NCc2cccs2)cc2c(=O)n(C)c3ccccc3c21,nt,-4%,?,-2%[2.3 µM],5%,70%,nt,-4%,-4%,1%,-1.0%
CCOc1ccc(Cc2nnc(N)s2)cc1OCC,i,?,?,-2%,5%,1%,i,-6%,4%,3%,-2.8%
COc1ccc(-n2cnnc2SCc2ncc(-c3ccccc3)o2)cc1,i,?,10%,-3%,10%,0%,i,5µM*,0%,0%,-0.1%[57.5 µM]
CCCS(=O)(=O)N1CCC(C(=O)NCCCN(CC)c2cccc(C)c2)CC1,i,8%,-13%,0%,1%,6%,i,-2%,-3%,1%,-0.7%
Cc1cc(NC(=O)c2cc(S(=O)(=O)N3CCCCC3)ccc2C)n(-c2ccccn2)n1,?,-17%,?,1%,-7%,-2%,i,25%,6%,3%,-1.4%
CCOC(=O)N1CCC(N2Cc3cccc(C(=O)N4CCN(C5CCCCC5)CC4)c3C2=O)CC1,nt,-12%,-6%,-1%,8%,6%,nt,-5%,4%,-1%,1.0%
Cc1n[nH]c(=S)n(/N=C/c2ccccn2)c1=O,nt,-7%,3%,?,36%[activator],9%,nt,-1%,-2%,1%,0.3%
CCCCn1c(SCC(=O)N2CCC(C)CC2)nc2cc(S(N)(=O)=O)ccc21,?,11%,2%,-4%,-7%,13%,i,-4%,2%,-2%,6.1%
Cc1cccc2cc(C(c3nnnn3CC3CCCO3)N3CCOCC3)c(=O)[nH]c12 (stereo not given),i,4%,6%,-3%,9%,-6%,i,2%,-25%,1%,-0.3%[57.5 µM]
CCCSc1nnc(Cc2cc(=O)[nH]c(=O)[nH]2)n1-c1cc(C)ccc1C,i,-15%,?,-5%,10%,-23%,i,-2%,11%,2%,5.4%[57.5 µM]
CCOc1ccc(CCNc2cc(C)nc3ncnn23)cc1OCC,nt,25µM*,?,0%,-8%,10%,nt,2%,-1%,2%,-1.3%
COc1ccccc1-n1cnc2cc(NS(=O)(=O)c3ccccc3)ccc21,i,-1%,?,-7%,-10%,11%,i,22%,1%,-2%,-0.2%[57.5 µM]
CCOC(=O)CSc1nncc2ccc(OC)c(OC)c12,i,-8%,8%,-2%,0%,15%,i,-6%,10%,5%,-1.2%
CCOC(=O)c1c(C)c(C(=O)N2CCN(C(=O)c3ccco3)CC2)c(C)n1C,i,-18%,8%,3%,3%,6%,i,1%,7%,-1%,-0.7%
Cc1ccc(N2CCCCn3c2nc2c3c(=O)n(CC(=O)O)c(=O)n2C)cc1,i,-15%,?,-4%,-5%,-6%,i,-1%,-8%,2%,1.6%[0.369 µM]
O=C(OCCN1CCCC1)C1(c2ccccc2)CCCC1,i,20%,-1%,2%,4%,-20%,i,-5%,18%,5%,nt
O=C1C2CC=C(Cl)CC2C(=O)N1CCc1c[nH]c2ccccc12 (stereo not given),nt,-24%,-15%,-2%,-5%,-10%,nt,2%,-7%,-8%,-1.7%
COc1ccc(Cn2c(SCC(=O)NCc3ccco3)nc3ccsc3c2=O)cc1,i,-23%,-1%,-6%,-7%,80%,i,1%,-2%,-2%,1.7%[0.369 µM]
C[C@H]1CCCC=CC2C[C@H](OC(=O)CN(C)C)C[C@@H]2[C@@H](O)/C=C\C(=O)O1 (stereo not given in full),i,-5%[11.5 µM],-7%[7.6 µM],-3%[11 µM],4%[11.4 µM],12%[11.4 µM],i,-8%[11.4 µM],8%[11.4 µM],5%[11.4 µM],2.9%[9.22 µM]
O=c1cc(CN2CCN(C/C=C/c3ccccc3)CC2)c2cc(O)ccc2o1,i,?,?,-11%,-15%,217%,i,-2%,5%,4%,4.6%
CCOC(=O)CSc1nc2ccccc2c(=O)n1CCCCCC(=O)NCc1ccco1,i,-23%,-5%,-1%,1%,16%,i,-4%,4%,3%,2.6%
CCn1nccc1C(=O)Nc1nccs1,?,-2%,5%,-4%,18%,25%,i,-12%,-1%,0%,-3.3%
O=c1oc2ccccc2c(O)c1/C=N/c1nc(-c2ccc(O)c(O)c2)cs1,i,-4%[11.5 µM],?,-2%[11 µM],?,-7%[11.4 µM],i,3%[11.4 µM],0.2µM*,-1%[11.4 µM],4.3%[9.22 µM]
COc1ccc(Nc2cccccc2=O)cc1,nt,?,-10%,-7%,-17%,?,nt,5%,?,-6%,-3.0%
COC(=O)[C@@]1(Cc2ccccc2)[C@H]2c3cc(C(=O)N4CCCC4)[nH]c3C[C@H]2CN1C(=O)c1ccccc1,nt,13%,2µM*,-2%,nt,-3%,nt,-5%,-4%,nt,2.7%
COc1ccc(CCN2CNc3c(c(=O)n(C)c(=O)n3C)C2)cc1,i,4%,-3%,-5%,-7%,-4%,i,-15%,-1%,-3%,-0.1%[57.5 µM]
CC(=O)NCCNc1nc(-c2ccc(C(=O)N(C)C)cc2)nc2ccccc12,i,-1%,?,1%,5%,-1%,i,-4%,6%,0%[2.29 µM],-0.3%
COc1cccc2c(=O)n(CC(=O)N3CCCc4ccccc43)ccc12,nt,nt,-8%,-10%,-6%,13µM*,nt,0%,-15%,-1%,0.6%
CCC(CC)NC(=O)c1cc(OC)c(OC)c(OC)c1,nt,-8%,?,6%,13%,-7%,nt,0%,-2%,6%,-0.5%
O=C(Nc1cc(=O)c2ccccc2o1)N1CCCCC1,?,-9%,?,1%,-10%,12%,i,1%,-5%,-1%,-0.1%
CC1CN(C(=O)N(C)C)CCN1C(=O)N(C)C (stereo not given),nt,-1%,1%,0%,-8%,2%,nt,-4%,-3%,1%,2.5%
O=C(c1ccco1)c1nnn(Cc2ccccc2)c1-c1ccccc1,nt,21%,?,4%,-8%,-30%,nt,-4%,-3%,2%,0.1%[9.22 µM]
N#Cc1ccc(CN2CC3(CCN(C(=O)c4ccncc4)CC3)C2)cc1,i,-3%,-19%,-6%,8%,13%,i,1%,2%,2%[11.4 µM],1.0%
CCOC(=O)c1cnc(SC)nc1Nc1cccc(F)c1,nt,59%[activator],?,?,-8%,28%,nt,10%,-12%,1%,-0.5%[9.22 µM]
CC1Cc2ccccc2N1C(=O)CSc1nnc(CNc2ccccc2)o1 (stereo not given),i,-3%,-8%,0%,-10%,7%,i,4%,14%,0%,nt
COc1ccc(NC(=O)CSc2nnc(Cc3cccn3C)n2-c2ccc(C)cc2)cc1OC,i,17%,?,-9%,2%,3%,i,-4%,-6%,-2%,-1.0%
CC(=O)N1CCN(CCN(CC2C(C)C=C(C)CC2C)C(C)=O)CC1 (stereo not given),?,6%,-2%,-2%,18%,5%,i,5%,-7%,1%,2.3%[0.369 µM]
O=C1CCc2cc(S(=O)(=O)N3CCCC3C(=O)N3CCN(c4ccccc4)CC3)ccc2N1 (stereo not given),nt,-6%,-9%,-4%[2.3 µM],?,1%,nt,-8%,2%,-8%,0.1%
O=C(O)CCCCCNC(=O)CCn1cnc2ccccc2c1=O,?,4%,9%,-3%,0%,13%,i,-4%,6%,2%,0.8%
COc1cc(C(=O)OCC(=O)Nc2cc(C)on2)ccc1OCc1ccccc1Cl,?,-9%,-8%,-1%,0%,150%,i,-6%,5%,-2%,-0.1%[57.5 µM]

# Compound activity from PubChem BioAssay.
